# PLC-gamma1 inh = PLC-gamma1 enzyme inhibitors, primary screen, biochemical, fluorescence, purified enzyme | inhibition, % at 12.2 µM | AID 720700, 2013 | 370,000 compounds, 0.84% hits | fluorogenic substrate; in the data active = inhibition above about 9.5%
# ASAP1 inh = inhibitors of human ASAP1 ArfGAP activity, primary screen, biochemical, fluorescence polarization; ASAP1-stimulated ARF1 GTP hydrolysis, GDP FP detection; inhibition, % at 16.5 µM; 360,000 compounds, 0.19% hits; in the data active = inhibition above about 25%;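 note: 0% = vehicle with enzyme and substrate and 100% = no enzyme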
# ADAM17 inh = ADAM17 inhibitors, primary screen, biochemical, QFRET; Disintegrin and metalloproteinase domain-containing protein 17 (Homo sapiens), P78536; recombinant ADAM17, EDANS/DABCYL FRET peptide cleavage; inhibition, % at 6.95 µM; 370,000 compounds, 0.83% hits;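 active = inhibition above the mean of compounds lying between control limits plus 3 SD, set per campaign, cut at about 8.5% in these data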;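 note: 0% = DMSO-only wells as the low control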
# Target sequence (P78536 215-824 limits assumed): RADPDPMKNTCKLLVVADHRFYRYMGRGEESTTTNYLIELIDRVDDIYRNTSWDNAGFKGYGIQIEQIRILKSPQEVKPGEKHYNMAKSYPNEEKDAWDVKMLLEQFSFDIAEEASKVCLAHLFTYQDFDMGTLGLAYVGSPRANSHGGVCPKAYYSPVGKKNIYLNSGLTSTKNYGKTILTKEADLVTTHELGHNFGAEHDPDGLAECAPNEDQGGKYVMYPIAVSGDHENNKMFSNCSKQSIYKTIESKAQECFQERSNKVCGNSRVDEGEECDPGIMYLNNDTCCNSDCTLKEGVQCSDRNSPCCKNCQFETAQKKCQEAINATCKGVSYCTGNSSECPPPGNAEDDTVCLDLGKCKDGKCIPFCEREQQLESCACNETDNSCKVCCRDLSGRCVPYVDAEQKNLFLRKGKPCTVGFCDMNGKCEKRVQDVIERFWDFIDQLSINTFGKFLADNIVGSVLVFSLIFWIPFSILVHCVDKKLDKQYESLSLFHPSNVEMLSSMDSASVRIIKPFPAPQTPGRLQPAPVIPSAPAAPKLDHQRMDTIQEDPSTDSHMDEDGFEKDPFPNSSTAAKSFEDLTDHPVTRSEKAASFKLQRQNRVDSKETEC
# proKLK7 act = proKLK7 zymogen activators, primary screen, biochemical, fluorescence intensity; Kallikrein-7 (Homo sapiens), P49862; purified proKLK7, EDANS-DABCYL substrate fluorescence; 100% is mature enzyme control, 0% vehicle; activation, % at 7 µM; 370,000 compounds, 0.9% hits; AID 652039, 2013;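 active = activation above the mean of all tested compounds plus 3 SD, computed per campaign excluding outliers beyond control limits, cut at about 13% in these data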
# ADAM10 inh = human ADAM10 inhibitors, primary screen, biochemical, QFRET, HTS | Disintegrin and metalloproteinase domain-containing protein 10 (Homo sapiens), O14672 | recombinant ADAM10, EDANS/DABCYL FRET peptide cleavage, 3 h | inhibition, % at 7 µM | 370,000 compounds, 0.62% hits | AID 720582, 2013;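 active = inhibition above a per-campaign cutoff equal to the mean of compounds falling between control-based bounds plus 3 SD, cut at about 20% in these data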;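 note: 0% = DMSO wells while the 100% control is not disclosed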
# TDP2 absorb = human TDP2 enzyme inhibitors, primary screen, biochemical, epi absorbance, recombinant enzyme | 370,000 compounds, 0.34% hits | T5PNP hydrolysis, p-nitrophenol absorbance 415 nm | inhibition, % at 12.8 µM | Tyrosyl-DNA phosphodiesterase 2 (Homo sapiens), O95551;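 active = inhibition above the mean of all tested compounds plus 3 SD, set per campaign, cut at about 25% in these data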;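 note: 0% = DMSO with enzyme and 100% = buffer with substrate but no TDP2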
# Target sequence (O95551 whole entry, looked up): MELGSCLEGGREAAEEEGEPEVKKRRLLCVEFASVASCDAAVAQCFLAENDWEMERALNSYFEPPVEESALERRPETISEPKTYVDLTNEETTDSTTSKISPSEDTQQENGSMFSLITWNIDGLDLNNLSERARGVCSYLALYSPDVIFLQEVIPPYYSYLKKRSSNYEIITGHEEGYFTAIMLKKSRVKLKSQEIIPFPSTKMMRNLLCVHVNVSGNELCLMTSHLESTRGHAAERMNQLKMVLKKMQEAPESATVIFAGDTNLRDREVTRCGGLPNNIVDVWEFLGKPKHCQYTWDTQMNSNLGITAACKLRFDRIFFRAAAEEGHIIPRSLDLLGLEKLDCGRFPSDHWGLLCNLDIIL
#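 Assay system: recombinant human TDP2 / Reagent: T5PNP substrate at 5 mM, a TopII-DNA adduct mimic / Measured by: epi absorbance from released p-nitrophenol / Evaluation: % inhibition relative to enzyme-containing and enzyme-free wells / Control set: enzyme-free and DMSO wells / Replicates: each compound tested once, singlicate / Schedule: enzyme reaction with compound for 2 h at 37 °C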
# LEDGF integ inh = blockers of LEDGF/p75-dependent integrase strand transfer – biochemical, TR-FRET, high throughput, primary screen. AID 743269, 2014. inhibition, % at 3.7 µM. 370,000 compounds, 0.64% hits. TR-FRET IN-LEDGF/p75 DNA integration, Eu/Cy5;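 active = inhibition above the screen-wide mean plus 3 SD, cut at about 13% in these data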;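 note: signal is the Cy5 over europium emission ratio at 671 and 618 nm; 0% = plate median of compound wells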
# DDE Tn7 FP inh = inhibitors of Tn7 peptide binding to fibrin DD(E), primary screen, biochemical, fluorescence polarization, human fibrin, Tn7 probe; FP displacement of FITC-Tn7 peptide from fibrin DD(E); 0% = median of compound wells per plate; Fibrinogen beta chain (Homo sapiens), P02675; 370,000 compounds, 0.13% hits; inhibition, % at 8.3 µM;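 active = inhibition above the mean of compounds falling within the control limits plus 3 SD of them, cut at about 14% in these data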;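 note: 0% = plate median of compound wells and 100% = 10 µM Aha-Tn7 peptide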
#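 Assay system: Human clot-derived fibrin DD(E) complex | Buffer or medium: Tris/NaCl/CaCl2 buffer, pH 7.8 | Repeats: One replicate per compound | Benchmarks: Aha-Tn7 high control | Measure: % inhibition scaled between sample-field median and high-control FP | Schedule: 10 min plus 3 h, room temperature | Signal: Fluorescence polarization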
# Tn6 DDE FP = inhibitors of Tn6 peptide binding to fibrin DD(E), primary screen, biochemical, fluorescence polarization, human fibrin, Tn6 probe; 370,000 compounds, 0.21% hits; AID 720509, 2013; inhibition, % at 8.3 µM; Fibrin DD(E) TRITC-Tn6 fluorescence polarization displacement; Fibrinogen beta chain (Homo sapiens), P02675;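 active = inhibition above a per-campaign cutoff: mean of compounds within control limits plus 3 SD, cut at about 15% in these data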;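 note: 0% = median of all compound wells on the plate and 100% = blocking peptide control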
# ARFGAP1 inh = inhibitors of rat ARFGAP1 GAP activity, primary screen, biochemical, fluorescence polarization, GDP tracer; Arfgap1-stimulated ARF1 GTP hydrolysis, GDP FP detection; AID 651572, 2012; ADP-ribosylation factor GTPase-activating protein 1 (Rattus norvegicus), Q62848; 360,000 compounds, 0.26% hits; inhibition, % at 16.5 µM;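 active = inhibition above a per-plate limit, mean inhibition of low control wells plus 3 SD, cut at about 25% in these data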;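 note: 0% = DMSO wells with enzyme and 100% = wells lacking Arfgap1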
# Target sequence (Q62848 1-136 limits assumed): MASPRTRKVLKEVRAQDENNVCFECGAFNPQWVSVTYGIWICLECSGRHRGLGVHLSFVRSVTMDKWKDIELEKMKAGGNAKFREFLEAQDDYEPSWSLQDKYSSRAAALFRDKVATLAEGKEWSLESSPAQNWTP
#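 material = rat Arfgap1 catalytic domain, aa 1-136 | also added = human ARF1(Δ1-17)-GTP substrate | compound dosing = one concentration, 16.5 µM, DMSO 1.26% | times = GTP hydrolysis reaction 2 h at 25 °C | measured by = FP, GDP Alexa 633 tracer displaced from anti-GDP antibody, 620/688 nm | evaluation = percent inhibition of Arfgap1-stimulated GTP hydrolysis | replication = single well per compound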
# Starred values were filed as active, the others as inactive; i = inactive; & = joins results of further samples.
cpd	SMILES	LEDGF integ inh	ADAM17 inh	proKLK7 act	PLC-gamma1 inh	Tn6 DDE FP	ASAP1 inh	ADAM10 inh	DDE Tn7 FP inh	ARFGAP1 inh	TDP2 absorb
1	O=C(CCS(=O)(=O)CCN1CCOCC1)NCNC(=O)CCS(=O)(=O)CCN1CCOCC1	1.8	-1.4	-0.2	0.2	-5.4	-4.2	7.0	-8.7	5.8	9.3
2	COc1ccc(C2(c3ccc(OC)cc3)NC(=O)N(CC(=O)Nc3ccc(N4CCOCC4)cc3)C2=O)cc1	-4.7	2.9	1.0	0.9	-2.6	-1.0	7.8	0.3	7.8	9.3
3	CCN(CC)C(=O)Oc1ccccc1NC(C)=O	0.7	0.1	0.4	-1.1	5.4	4.0	1.3	3.4	-0.5	4.0
4	O=c1[nH]c2ccccc2cc1CN(c1ccccc1)S(=O)(=O)c1ccccc1	-0.8	-2.9	-0.2	3.4	1.6	7.8	3.9	-6.3	-5.8	3.2
5	CCCNC(=O)C1(C)CCN(Cc2cccc(OC(=O)c3ccccc3)c2)C1 (configuration not stated)	2.0	6.1	-0.4	4.9	1.5	-6.7	-0.7	-9.3	8.7	-14.3
6	CCN(CC(=O)Nc1c(F)cccc1F)C(=O)c1ccc(COc2ccccc2)cc1	2.3	-0.1	-0.2	0.0	-6.2	6.3	-3.6	2.4	7.8	-2.1
7	COc1ccc(NC(=O)COC(=O)C23CCC(=O)N2c2ccccc2S3)cc1 (configuration not stated)	2.7	0.2	-0.4	0.5	2.7	1.8	1.5	-0.1	2.3	-2.5
8	CC(/C=C\c1cccnc1)=C/C(=O)O	-3.1&1.3	-1.2&0.9	-0.2&0.2	-6.7&4.2	5.2&-3.5	-15.8&-14.3	-3.1&2.8	-0.4&-9.1	-12.7&-9.2	-7.9&2.5
9	Cc1cc(NS(=O)(=O)c2ccc(NC(=O)c3cc(-c4ccccc4Cl)nc4ccccc34)cc2)no1	5.6	-0.3	-0.1	3.7	-0.3	1.2	2.7	1.2	-5.2	3.1
10	O=C(Nc1ccccc1C(=O)Nc1ccccc1)c1ccco1	4.6	1.0	0.7	0.1	4.4	-9.8	-3.8	-4.5	4.6	-2.7
11	CC(=O)N/C(=C\c1ccc(Cl)cc1)C(=O)O	-1.8	-0.7	-0.4	2.5	4.4	-5.4	1.0	6.1	9.8	12.1
12	CCn1c(CC(=O)Nc2ccc(C)cc2)nnc1SCC(=O)N1CCN(c2ccccc2)CC1	0.7	-2.4	-0.3	1.0	-11.0	9.4	9.3	-2.3	4.5	-2.0
13	COC(=O)c1cc(C(=O)OCC(=O)NC(=O)c2ccccc2)cc([N+](=O)[O-])c1	2.6	-0.3	0.4	4.2	-2.7	-5.7	-8.1	-2.5	3.5	-5.8
14	O=C(NN1C(=O)/C(=C/c2cccs2)SC1=S)c1ccncc1	4.0	2.2	-0.1	-3.1	0.3	-1.3	9.6	-0.5	-1.5	-17.8
15	COc1ccc(NC(=O)CN(C)C(=O)C23CC4CC(CC(C4)C2)C3)cc1	-2.6	-3.3	-0.7	0.3	7.6	7.8	-14.3	0.5	8.0	-4.8
16	O=C(COC(=O)c1ccc(F)cc1Cl)NC1CCCCCCC1	0.7	-1.6	-0.1	-0.9	3.0	-4.7	2.9	1.2	-4.8	4.7
17	Cc1c(N(C)C)c(=O)n(-c2ccccc2)n1C	5.7	-2.0	0.5	3.2	-2.7	-2.6	-1.6	-0.6	2.9	-6.0
18	CNCCCc1[nH]nc(N)c1C#N	-4.2	-3.4	-0.4	2.7	-1.3	1.2	6.7	-3.6	-1.8	7.4
19	O=C(NNc1ccc(-c2csnn2)cc1)c1cc(Cl)cc(Cl)c1	2.0	3.4	-0.1	5.3	-3.6	-2.2	8.6	0.2	0.5	-18.3
20	Cc1ccc(C(=O)N2CCN(S(=O)(=O)c3ccccc3)CC2)cc1	-6.9	0.0	-0.1	6.6	0.3	-6.3	-6.0	-11.0	1.2	-9.2
21	O=C1c2ccccc2C(=O)N1CC1c2ccccc2CCN1S(=O)(=O)c1ccccc1 (configuration not stated)	1.0	-0.4	0.1	3.0	-2.6	-9.8	9.1	-4.3	2.0	7.0
22	CCOC(=O)c1c(-c2ccccc2)csc1NC(=O)c1cc(S(=O)(=O)N2CCOCC2)ccc1C	-1.2	-1.1	-9.7	-55.5	-3.1	0.4	-17.2	-2.3	20.7	0.3
23	CC1(c2ccc3c(c2)OCO3)NC(=O)N(CC(=O)Nc2ccccc2)C1=O (configuration not stated)	0.1	-3.2	0.4	5.2	-2.8	-2.8	-5.8	3.9	-3.3	2.5
24	CCn1nc(C)c(NC(=O)c2cnn3c(C(F)F)cc(-c4ccccc4)nc23)c1C	-2.0	0.1	0.0	-3.8	7.6	1.7	-1.2	5.5	-2.1	-10.4
25	Cc1cc(NC(=O)COC(=O)C2CC2)ccc1Br	-1.7	-0.1	0.1	-1.9	5.1	0.5	5.5	8.5	-8.3	2.3
26	O=C(O)CSc1nc(-c2ccccc2)c(-c2ccccc2)[nH]1	-2.7	-12.9	-0.2	-4.4	-2.2	4.8	-32.4	4.8	12.9	6.7
27	CCN(CC)S(=O)(=O)c1ccc(C)c(C(=O)Oc2cccc(-c3cnc4ccccc4n3)c2)c1	1.4	-2.7	0.7	-0.7	-5.7	-5.0	-8.3	-0.3	-2.9	2.3
28	COc1ccc2[nH]c(=O)c(-c3noc(-c4ccccc4)n3)cc2c1	0.9	-94.0	-13.1	-153.5	0.5	8.4	-385.5	-0.7	15.1	0.5
29	COc1nsnc1NS(=O)(=O)c1ccc(NC(=S)NC(=O)c2ccncc2)cc1	-4.0	-5.2	-0.5	-1.0	-6.8	6.9	-8.6	-1.4	-0.5	0.2
30	COc1ccccc1N1C(=O)N(CC(=O)C(C)(C)C)c2ccccc2S1(=O)=O	-3.1	-1.4	0.2	3.6	0.1	2.0	1.4	-5.8	-1.5	16.4
31	CC(c1ccon1)N(C)C(=O)c1ccc2nc(Cc3cccc(Cl)c3)oc2c1 (configuration not stated)	2.9	1.6	-0.6	-3.5	9.2	-10.3	-2.5	4.7	-3.8	-15.8
32	CCn1cc(S(=O)(=O)NC(C)c2cc(OC)ccc2OC)cn1 (configuration not stated)	-1.7	-5.8	0.1	0.9	-0.8	-8.8	-2.8	2.4	-2.9	3.9
33	CCOC(=O)c1c(NC(=O)CC2Nc3ccccc3NC2=O)sc(C)c1C (configuration not stated)	-2.0	-1.9	-1.1	3.4	3.2	-0.5	5.9	-3.9	2.8	-2.6
34	CNC(=O)c1ccccc1NC(=O)C1CC(=O)N(c2ccc(OC)cc2)C1 (configuration not stated)	3.5	-1.2	-0.5	1.6	-0.6	-5.5	2.8	-3.0	9.5	1.9
35	CCOc1ccc(-c2nc(CN3CCCCC3CCn3cccn3)c(C)o2)cc1 (configuration not stated)	-2.3	-6.7	0.2	0.8	6.4	0.6	-6.0	-7.2	-10.4	11.4
36	COc1ccc(C(OCC(O)CNC(C)c2ccccc2)c2ccc(OC)cc2)cc1 (configuration not stated)	-2.5	1.4	-0.2	1.2	-3.5	0.3	0.5	-1.9	20.0	6.2
37	CCOC(=O)/C(=N\Nc1ccccc1Cl)N1CCN(Cc2ccccc2)CC1	3.0	5.7	0.1	2.5	4.7	14.3	-0.9	-1.1	2.7	1.3
38	Cc1ccc(-n2cnc3c(sc4nccc(N(C)C)c43)c2=O)cc1	-0.6	-31.2	0.2	-12.9	0.2	19.2	-125.8	3.0	3.8	-6.8
39	Cc1cc(C(=O)OC(C)C(=O)NC2CCCCC2)c(C)o1 (configuration not stated)	-0.5	0.3	-0.2	1.0	-1.9	-5.4	-3.3	-1.9	0.2	-7.7
40	C=CCn1c(N)c(C(=O)OCC(C)C)c2nc3ccccc3nc21	8.6	i	-4.6	i	-12.6	5.4	i	-0.3	-0.1	30.5*
41	O=C(O)CN=CC1=C(O)CC(c2ccccc2)CC1=O (configuration not stated)	2.0	-2.2	-0.3	1.8	3.6	-3.5	0.5	6.3	-2.0	9.5
42	COc1cc(S(=O)(=O)Nc2ccncc2)ccc1F	-6.1	-1.2	0.7	-1.1	7.6	-2.5	-10.4	-2.9	3.0	2.0
43	Cc1cccc(NC(=O)C2CCN(S(=O)(=O)c3ccc4c(c3)OCCO4)CC2)n1	-2.8	0.2	-0.1	-2.6	1.3	0.7	-0.4	6.9	-5.9	4.5
44	Cc1cc(C(=O)N2CCCC(CNS(=O)(=O)c3cccs3)C2)nn1C (configuration not stated)	1.5	-2.0	0.5	-0.2	8.9	-2.1	1.1	-3.3	10.5	-4.7
45	O=C(NCCN1CCOCC1)c1cc2n(n1)C(C(F)(F)F)CC(c1ccc(F)cc1)N2 (configuration not stated)	-1.3	-1.3	0.3	-1.2	5.2	12.6	-2.9	-1.5	1.3	7.0
46	COc1ccc(C(c2oc(CO)cc(=O)c2O)c2oc(CO)cc(=O)c2O)cc1	2.0	3.2	0.3	2.2	4.7	5.9	-0.5	-0.2	2.2	-21.6
47	N#CCCN(C(=O)COC(=O)CCc1nc2ccccc2c(=O)[nH]1)c1ccccc1F	0.2	0.1	0.1	1.2	5.4	4.4	-4.8	-3.2	15.8	-3.6

# Structural class: the entries above with a furan ring, fused or not (2)
cpd	SMILES	LEDGF integ inh	ADAM17 inh	proKLK7 act	PLC-gamma1 inh	Tn6 DDE FP	ASAP1 inh	ADAM10 inh	DDE Tn7 FP inh	ARFGAP1 inh	TDP2 absorb
10	O=C(Nc1ccccc1C(=O)Nc1ccccc1)c1ccco1	4.6	1.0	0.7	0.1	4.4	-9.8	-3.8	-4.5	4.6	-2.7
39	Cc1cc(C(=O)OC(C)C(=O)NC2CCCCC2)c(C)o1 (configuration not stated)	-0.5	0.3	-0.2	1.0	-1.9	-5.4	-3.3	-1.9	0.2	-7.7
